High-throughput results as filed in PubChem.
PfHsp90 set2 = reduces growth (ATP signal) of yeast expressing P. falciparum Hsp90; actives 0.32% (n = 310,000); S. cerevisiae expressing PfHsp90, BacTiter-Glo ATP, 48 h; yeast lacking PDR1 and PDR3 efflux regulators; inhibition, % at 9.4 µM;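 active means every replicate shows inhibition above about 80%, whatever the replicate mean, limit read from the data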;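 further: 0% = DMSO neutral controls and 100% = 20 µM radicicol positive controls; yeast relying on Plasmodium falciparum Hsp90 in place of its own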
MOR-DOR ag = OPRM1-OPRD1 heterodimerization agonism; cells, luminescence; AID 504326; actives 0.3% (n = 340,000); activation, % at 9.3 µM; in the data active means activation above about 18%;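 further: 0% = vehicle-treated cells and 100% = reference agonist; values of inactives mirror those of a sister screen read the other way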
Target sequence (P35372 whole entry, looked up): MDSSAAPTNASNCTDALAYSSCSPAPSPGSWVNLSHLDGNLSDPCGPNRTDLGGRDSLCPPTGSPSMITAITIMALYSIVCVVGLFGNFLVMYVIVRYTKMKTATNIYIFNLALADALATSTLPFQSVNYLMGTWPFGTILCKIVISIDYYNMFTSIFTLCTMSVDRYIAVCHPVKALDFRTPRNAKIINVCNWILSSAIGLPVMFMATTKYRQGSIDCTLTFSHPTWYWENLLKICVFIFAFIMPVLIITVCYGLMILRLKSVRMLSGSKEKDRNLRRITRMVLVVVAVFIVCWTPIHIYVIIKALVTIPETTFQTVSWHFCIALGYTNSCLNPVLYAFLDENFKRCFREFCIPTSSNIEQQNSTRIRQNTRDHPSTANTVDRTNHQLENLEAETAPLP
Target sequence (P41143 whole entry, looked up): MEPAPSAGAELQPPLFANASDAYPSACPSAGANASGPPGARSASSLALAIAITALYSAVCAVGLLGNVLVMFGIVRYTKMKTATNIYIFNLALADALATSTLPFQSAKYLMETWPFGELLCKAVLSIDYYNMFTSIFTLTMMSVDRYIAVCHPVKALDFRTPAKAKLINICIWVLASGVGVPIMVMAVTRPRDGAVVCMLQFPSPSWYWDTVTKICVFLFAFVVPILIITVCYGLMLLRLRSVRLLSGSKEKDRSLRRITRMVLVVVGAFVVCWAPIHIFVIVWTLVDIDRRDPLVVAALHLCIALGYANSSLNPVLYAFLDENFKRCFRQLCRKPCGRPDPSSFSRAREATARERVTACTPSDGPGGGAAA
MOR-DOR inv ag = inverse agonist of human OPRM1-OPRD1 heterodimerization; P35372+P41143; inhibition, % at 9.3 µM; cell-based MOR-DOR heterodimer luminescence, inverse agonism; actives 0.21% (n = 340,000); in the data active means inhibition above about 22%, passing the limit was not always enough;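 further: 0% = cells with DMSO and 100% = wells without cells with DMSO; values of inactives mirror those of a sister screen read the other way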
phage Ecoli inh = E. coli growth loss with phage present | actives 0.26% (n = 360,000) | AID 651602 | inhibition, % at 11.9 µM | growth absorbance; in the data active means inhibition above about 11%
Ecoli viability = bacterial growth inhibition, counter-screen for AddAB inhibitors; E. coli V3065 growth, OD600 absorbance, 18 h; inhibition, % at 11.9 µM; actives 0.27% (n = 330,000);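 active means inhibition above the campaign's mean inhibition across all tested compounds plus 3 SD, cut at about 9.9% in these data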;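 further: uninfected addAB+ strain grown without phage in ampicillin broth; 0% = DMSO wells and 100% = ciprofloxacin 0.95 µg/ml wells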
PKA-R1A activ = activators of PKA-R1A complex; PKA-R1A dissociation, Cy5-IP20 fluorescence polarization; scaled: DMSO 0%, 113 µM cGMP 100%; activation, % at 11.4 µM; actives 0.083% (n = 340,000); AID 504707;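 active means percent activation above the mean of all tested compounds plus 3 SD, cut at about 19% in these data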;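 further: higher means more PKAc released from R1A so a rise in polarization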
HTR5A inv ag = counter-screen for OPRM1-OPRD1 inverse agonists: human HTR5A inverse agonism; inhibition, % at 9.3 µM; AID 504634; actives 0.083% (n = 340,000); P47898; HTR5A cell line, luminescence; in the data active means inhibition mostly above about 23%, no sharp cut-off; inactive means mostly below about 18%;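 further: 0% = cells with DMSO and 100% = no-cell wells with DMSO; some compounds called inactive have numbers as strong as hits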
PKA-R2B act = PKA-R2B complex activation; actives 0.079% (n = 340,000); PKA-R2B holoenzyme dissociation, Cy5-IP20 fluorescence polarization; R2B truncated from residue 108, S112A mutant; 0% DMSO only, 100% 113 µM cGMP; P22694+P31323; AID 504700; activation, % at 11.4 µM;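 active means activation above a cutoff set at the mean over all compounds plus 3 SD, cut at about 18% in these data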;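 further: higher means more holoenzyme dissociation and a rise in polarization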
Mot1-301 SUMO = inhibitors of SUMOylation pathway: yeast Mot1-301 growth rescue; S. cerevisiae Mot1-301 growth rescue, ATP luminescence, 38.5C; percent above DMSO median, 100 means doubled; actives 1% (n = 320,000); growth rescue, % at 18.8 µM; AID 2716;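 active means every valid replicate shows activation above 250% relative to neutral control wells; inactive means the rest, any valid replicate at or below 250%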;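 further: OY570 slx delta 5 strain wells were the positive control but not used for scaling; some compounds called inactive have numbers as strong as hits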
Tat transport = E. coli Tat transport inhibition | AID 488895 | actives 0.036% (n = 340,000) | E. coli MC4100 TorA-mCherry Tat export, fluorescence | inhibition, % at 10 µM;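 active means mean replicate inhibition at least 50% and at least half of replicates individually reaching 50%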;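 further: exported cargo escapes ClpAP degradation while cytoplasmic cargo is degraded and loses fluorescence; 0% = median of neutral control wells and 100% = median of NaSCN control wells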
AddAB inh = less growth of phage-infected E. coli with AddAB; actives 0.29% (n = 330,000); inhibition, % at 11.9 µM; AID 435030; E. coli expressing H. pylori AddAB, absorbance growth; in the data active means inhibition above about 12%;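 further: 0% = vehicle wells of infected cells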
An asterisk follows results filed as active; i = inactive; . = not tested or not shown.

SMILES	PfHsp90 set2	MOR-DOR ag	MOR-DOR inv ag	phage Ecoli inh	Ecoli viability	PKA-R1A activ	HTR5A inv ag	PKA-R2B act	Mot1-301 SUMO	Tat transport	AddAB inh
CCCCNC(=O)COC(=O)c1ccc(NC(C)=O)cc1	2	-1.6	9	2.5	-3.0	-9	-1	1	-2	-8	2.4
CN1/C(=C\C(=O)CN2C(=O)NC3(CCCCCC3)C2=O)C(C)(C)c2ccccc21	-20	-1.6	8	2.6	4.1	1	27	-7	-8	-7	1.1
COc1ccc(N2CC(C(=O)N/N=C/c3ccccc3)CC2=O)cc1 (stereo unspecified)	2	0.4	-2	3.1	2.1	-7	-4	-4	-15	1	9.3
CC(C)Oc1ccc(C(=O)Nc2ccc3c(c2)n(C)c(=O)n3C)cc1	12	-4.4	20	1.5	0.1	12	11	13	73	2	1.0
CCN(CC)S(=O)(=O)c1ccc2c(c1)nc(SCc1nc3ccsc3c(=O)[nH]1)n2CC	-29	-0.2	1	0.9	-3.6	-6	4	3	89	3	1.3
COC(=O)COc1ccc2occ(C(C)=O)c2c1	-55	-2.6	15	1.3	-0.9	6	20	-9	8	11	-0.3
CNCCC(Oc1ccccc1OC)c1ccccc1 (stereo unspecified)	-8	-2.5	14	7.2	0.9	5	-52	2	7	15	2.4
O=S1(=O)CC(O)C(N2CCC(c3ccccc3)CC2)C1 (stereo unspecified)	-7	-2.7	16	-0.9	-3.0	-7	-4	3	0	-3	1.0
O=C(COC(=O)c1ccc(S(=O)(=O)NCc2ccco2)cc1)Nc1ccccc1OC(F)F	6	-1.7	10	2.2	-2.1	-3	-8	-3	549	-2	2.1
CCOc1ccccc1N/C=C(\C#N)c1nc2ccccc2n1C	9	1.0	-5	0.2	-1.4	0	11	1	-11	-9	1.7
O=C(COc1nc2ccccc2nc1N1CCOCC1)NCC(F)(F)F	-12	-1.2	6	3.2	0.9	-1	-44	5	288	-3	2.2
CC(C)C(C)(C#N)NC(=O)CSc1nncn1-c1ccccc1 (stereo unspecified)	31	-1.4	8	3.9	2.4	-3	-1	-4	-13	-10	4.8
Cc1oc(-c2ccccc2F)nc1CN1CCC(C(=O)NCc2cccs2)CC1	.	1.4	-6	1.2	2.5	-10	-3	-2	11	6	-1.0
CN(C)c1ccc(O)c2c1CC1CC3[C@@H](N(C)C)C(=O)C(C(N)=O)C(=O)[C@]3(O)C(=O)C1C2=O (stereo partly specified)	15	-0.9	5	101*	102*	6	-23	-6	.	145*	98*
Cn1c(SCC(=O)c2ccccc2)ncc(C(=O)Nc2ccc(F)cc2)c1=O	2	-2.8	14	6.7	-0.8	-18	-7	-6	-16	-8	-0.7
O=C(COc1ccc(S(=O)(=O)NCc2ccccc2)cc1Cl)NCc1ccncc1	-8	0.2	-1	2.8	0.1	5	-23	-13	0	4	3.8
CCOc1ccc2c(c1)nc(SCC(=O)c1cccs1)n2C	22	-0.8	4	2.9	-0.7	3	16	10	5	-2	-0.6
C=CCn1c(=O)c2ccccc2n2c(SCc3nnc(-c4ccccc4Br)o3)nnc12	15	1.4	-8	-0.3	-1.0	-13	6	1	12	2	-1.1
O=C(NC(=S)Nc1ccc(S(=O)(=O)Nc2nccs2)cc1)c1ccccc1	.	-2.1	11	4.7	2.2	-8	-13	-9	-23	10	4.1
Cc1cccc(NC(=O)c2sc3nc(N4CCOCC4)c4c(c3c2N)CCCC4)c1	23	-2.7	14	1.6	-2.0	0	-6	-3	304	-4	1.0
CCc1cccc2c(-c3csc(=NC)n3C)c[nH]c12	-23	.	.	3.7	-0.7	.	.	.	10	-2	1.5
C/C(=N\Nc1cc(N2CCCCC2)nc(C)n1)c1ccc(Br)cc1	-2	0.5	-2	1.4	-0.6	-9	-3	-3	3	1	-0.3
CCOCCCNC(=O)c1cn(CC)c2ccc(S(=O)(=O)N3CCOCC3)cc2c1=O	1	-4.3	22	1.3	-0.3	-7	8	4	-8	-8	-0.5
CCOC(=O)Cc1csc(NC(=O)COc2ccccc2OC)n1	-2	0.4	-2	2.1	2.5	-4	-7	-8	1	4	1.3
O=C1CC(C(=O)Nc2ncccn2)C(c2ccccc2)O1 (stereo unspecified)	.	0.3	-2	-0.1	1.9	7	9	-2	46	-8	3.9
O=C(NCCN1CCOCC1)C1CCC(CNS(=O)(=O)c2ccc(Cl)cc2)CC1 (stereo unspecified)	-5	-2.9	16	1.3	-1.4	-11	-9	-6	-14	5	-1.1
C=CCNC(=S)Nc1sc2c(c1C(=O)OCC)CC(C(C)C)OC2 (stereo unspecified)	-13	2.7	-14	1.7	-0.4	-7	-10	-5	.	6	-3.6
COC(=O)CCC(=O)OC1(C)C(=O)C=C2C=C(C3CC3)N(C3CC3)C=C2C1=O (stereo unspecified)	10	1.4	-7	-0.4	-1.2	-7	-10	-8	200	3	2.4
CSc1nsc(/C=C/Nc2ccc(Cl)cc2)c1C#N	-32	3.5	-17	4.1	0.1	-3	-20	3	15	0	-0.5
COCC(=O)Nc1cc(C)cn(Cc2c(F)cccc2Cl)c1=O	-10	0.3	-2	-1.9	0.2	9	0	0	-4	11	-0.3
CN(CC(=O)Nc1ccccc1Cl)C(=O)CCc1nc2ccccc2c(=O)[nH]1	.	2.3	-15	4.0	2.4	4	-18	-3	-19	-3	3.3
CN(C)/C=C(\C#N)C(=O)c1cccc(Oc2ccc(Br)cc2)c1	-1	-0.3	2	2.0	0.3	10	-7	-2	240	1	1.3
COc1ccc([N+](=O)[O-])cc1NC(=O)C1C2C=CC(C2)C1C(=O)O (stereo unspecified)	-3	-0.6	3	3.2	2.0	-6	-6	-10	-7	13	-1.7
c1ccc(CNc2nc(-c3ccccc3)nc3ccccc23)cc1	2	3.1	-16	-2.3	1.3	2	-19	4	90	-2	0.1
Cc1cc(=O)oc2cc(NC(=S)NNC(=O)c3c(Cl)cnn3C)ccc12	-9	-3.4	18	1.4	-0.7	-5	3	5	-6	37	0.8
COc1ccc2cc(C(=O)C3CCCN(Cc4cnc(C)s4)C3)ccc2c1 (stereo unspecified)	14	4.4	-22	3.1	-1.7	7	-2	-11	95	2	-0.4
O=C1c2ccccc2C(=O)N1CCOc1ccc(F)cc1	-43	0.1	0	-0.1	0.8	-6	9	-7	3	-6	3.8
Cc1ccc(-c2noc(C3CCCN(S(=O)(=O)c4ccc5ccccc5c4)C3)n2)o1 (stereo unspecified)	-24	-2.2	13	0.3	-0.7	-1	-6	-4	765*	-10	1.6
O=c1[nH]c(=O)n(Cc2ccco2)c2c1C(C(F)(F)F)(C(F)(F)F)N=C(c1ccco1)N2	.	-1.7	8	-0.1	0.6	-3	1	5	127	-4	2.4
O=S(=O)(Nc1cccnc1Cl)c1ccc(-c2ccccc2)cc1	-31	-1.8	10	0.9	1.3	2	-4	2	-7	-1	2.5
CCN(CC)c1cc(C)c2cc(NC(=O)c3cccs3)ccc2n1	.	1.2	-6	0.9	-0.1	-5	3	4	22	2	0.5
Cc1nc(-c2noc(-c3ccc(Cl)cc3)n2)c(C(F)(F)F)o1	6	-2.7	14	1.7	1.4	16	4	-6	2	-2	-1.3
CCOCc1c(C(=O)NCc2ccccc2CN2CCCC2)oc2ccccc12	-10	-2.3	9	0.8	-4.5	-14	-4	-5	8	5	-3.1
Cc1ccc(SCC(=O)NC(=O)NC2CCCC2)c(C)c1	.	7.5	-49	2.8	.	5	4	-1	.	11	.
CCOC(=O)c1c(NC(=O)CSc2nnc(-c3cccnc3)o2)sc(C)c1C	6	-0.6	3	0.9	-2.8	4	-10	6	-14	-11	2.2
COc1ccc(-c2cc(=O)oc3c(C)c(OC(C)C(=O)NCc4ccccn4)ccc23)cc1 (stereo unspecified)	20	-2.4	12	4.2	-2.8	4	-3	-13	8	-2	2.4
CN(C)S(=O)(=O)c1cccc(C(=O)NCCc2ccccc2)c1	23	-2.2	10	1.5	1.8	-4	11	-13	-8	-3	4.0
CCOc1ccc(CCNS(=O)(=O)c2cnc[nH]2)cc1OCC	12	-1.8	10	0.6	-1.1	-5	-14	-12	.	-4	-2.2

Some of these compounds in order of length of the SMILES, lowest first:
SMILES	PfHsp90 set2	MOR-DOR ag	MOR-DOR inv ag	phage Ecoli inh	Ecoli viability	PKA-R1A activ	HTR5A inv ag	PKA-R2B act	Mot1-301 SUMO	Tat transport	AddAB inh
CCN(CC)c1cc(C)c2cc(NC(=O)c3cccs3)ccc2n1	.	1.2	-6	0.9	-0.1	-5	3	4	22	2	0.5
CN(C)S(=O)(=O)c1cccc(C(=O)NCCc2ccccc2)c1	23	-2.2	10	1.5	1.8	-4	11	-13	-8	-3	4.0
O=c1[nH]c(=O)n(Cc2ccco2)c2c1C(C(F)(F)F)(C(F)(F)F)N=C(c1ccco1)N2	.	-1.7	8	-0.1	0.6	-3	1	5	127	-4	2.4

Later entries
SMILES	PfHsp90 set2	MOR-DOR ag	MOR-DOR inv ag	phage Ecoli inh	Ecoli viability	PKA-R1A activ	HTR5A inv ag	PKA-R2B act	Mot1-301 SUMO	Tat transport	AddAB inh
Cn1cc(/C=C2\SC(=S)N(N3CCOCC3)C2=O)c2ccccc21	-1	-0.3	2	-3.8	0.8	-4	0	15	-11	2	3.7
Cc1c(CC(=O)NCC(=O)NCC(=O)O)c(=O)oc2c(C)c3oc4c(c3cc12)CCCC4	14	-3.1	14	0.6	.	-1	-12	3	12	2	.
O=C(NC(=S)Nc1ccc(F)c([N+](=O)[O-])c1)c1ccccc1F	13	-2.4	12	4.0	3.3	-8	0	-5	0	16	0.3
CCN(c1nc(N)c(C(=O)N=C(N)N)nc1Cl)C(C)C	-1	51*	-282	3.2	-1.3	-5	-11	-8	1	2	-3.0
CN(Cc1ccccc1)C(=O)C(=O)c1cn(CC(=O)N2CCCC2)c2ccccc12	-4	-3.0	16	1.3	0.6	1	-12	-1	-7	13	0.6
Cc1cc(-c2c(C)[nH]n(-c3ccc(Cl)cc3)c2=O)n[nH]1	.	3.0	-17	9.2	9.0	-10	-17	-11	i	-4	10
COc1ccccc1/C=C/C(=O)Nc1ccc2c(c1)OCCO2	37	-1.6	8	1.8	0.8	-10	3	4	21	-3	0.2
N#CC(Sc1ccccn1)c1ccc(Cl)cc1Cl (stereo unspecified)	-8	4.4	-23	4.7	-1.8	-3	-15	-4	-9	1	-0.7
C=CCn1c(C23CC4CC(CC(C4)C2)C3)n[nH]c1=S	-12	1.3	-7	2.8	.	0	-21	4	.	3	.
CCn1c(CSc2nnc(-c3ccncc3)n2C)nc2cc(C(=O)O)ccc21	5	-0.7	4	1.8	-1.4	-8	-17	-10	52	-12	3.3
CCc1ccccc1NC(=S)N(CCN(C)C)C(C)c1ccccn1 (stereo unspecified)	.	-1.0	5	-3.4	-2.2	-7	7	11	-14	-4	-4.4
O=C(NC1CCSc2ccccc21)c1cccc([N+](=O)[O-])c1 (stereo unspecified)	-15	-3.9	16	0.7	1.3	0	-18	5	1	-14	-0.7
NC(=O)Cn1nc([N+](=O)[O-])nc1Oc1ccccc1C(=O)N1CCOCC1	0	-1.8	9	0.5	-1.5	3	-9	-8	2	5	-1.3
